Salmonella PhoP GFP = inhibitors of PhoP regulon expression, primary screen, Salmonella Typhimurium, GFP reporter (AID 1863) | inhibition, % at 50 µM, or IC50 in µM where a hit was titrated | S. Typhimurium PhoP-regulated promoter GFP reporter, 4 h; higher % means a stronger effect | 300,000 tested, 0.16% active;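 active = inhibition over 29.93%, a cutoff 3 SD above the screen mean, later confirmed by dose response; inconclusive = inhibition over 29.93% but no dose response follow-up; inactive = inhibition at most 29.93% or unconfirmed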;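 also: 0% = low Mg2+ inducing control and 100% = high Mg2+ repressing control; strong numbers were not always called active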
Siah-1 displacement = Siah-1 peptide-binding antagonists, primary screen, biochemical, fluorescence polarization, rhodamine-plectin, uHTS (AID 1817); E3 ubiquitin-protein ligase SIAH1 (Homo sapiens); Siah-1 / rhodamine-plectin peptide fluorescence polarization; higher % means a stronger effect; one-dose displacement, % at 20 µM; IC50 in µM for titrated hits; 290,000 tested, 0.02% active;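 active = displacement of at least 50% at 20 µM, with a fluorescence ratio check between 0.3 and a set limit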;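 also: plate controls were Siah plus tracer with DMSO for no effect and tracer alone without Siah for full effect; strong numbers were not always called active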
KOR beta-arrestin-1 = KOR antagonists, beta-arrestin recruitment, cell-based, luminescence, uHTS (AID 1778); 290,000 tested, 0.091% active; inhibition, % at 10 µM, or IC50 in µM where a hit was titrated; KOR beta-arrestin recruitment, luminescence, antagonist mode; higher % means a stronger effect; also: strong numbers were not always called active
LYP phosphatase = inhibitors of LYP phosphatase, biochemical, fluorescence intensity, uHTS (AID 1779) | Tyrosine-protein phosphatase non-receptor type 22 (Homo sapiens) | recombinant LYP phosphatase, fluorescence intensity; higher % means a stronger effect | one-dose inhibition, % at 11.5 µM; IC50 in µM for titrated hits | 290,000 tested, 0.054% active;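 also: plate controls were vehicle with enzyme for no effect and no enzyme for full effect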
NOD2 inhibition = NOD2 signaling inhibitors, cell-based, luminescence, uHTS, HEK293 (AID 1566) | inhibition, % at 4 µM, or EC50 in µM where a hit was titrated | 290,000 tested, 0.63% active | HEK293 NOD2/NF-kB luciferase reporter, luminescence; higher % means a stronger effect; also: many of its hits are not listed in these tables
NOD1 inhibition = NOD1 signaling inhibitors, primary screen, cell-based, luminescence, uHTS (AID 1578). NOD1-driven NF-kB luciferase reporter cells, luminescence; higher % means a stronger effect. one-dose inhibition, % at 4 µM; EC50 in µM for titrated hits. 290,000 tested, 1% active; in the data active = inhibition mostly above about 36%, no sharp cut-off; inactive = mostly below about 34%;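 also: HEK-293T reporter cells stimulated with the NOD1 agonist gamma-tri-DAP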
KOR beta-arrestin-2 = KOR agonists, beta-arrestin recruitment, primary screen, cell-based, luminescence, uHTS (AID 1777) | Kappa-type opioid receptor (Homo sapiens) | KOR beta-arrestin recruitment, luminescence; higher % means a stronger effect | activation, % at 10 µM, or EC50 in µM where a hit was titrated | 280,000 tested, 0.02% active; in the data active = activation above about 50%, passing the limit was not always enough; also: a part of the inactive calls stands beside numbers as strong as those of hits
Myeloid diff MLP = induction of myeloid progenitor differentiation, primary screen, cell-based, flow cytometry, MLPCN library; ER-HoxA9 myeloid progenitors, lysozyme-GFP differentiation; calls only at 10 µM; 360,000 tested, 1% active; AID 624256, 2012;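 active = normalized GFP-positive differentiation at or above the plate's own cutoff, the solvent-only control mean plus 3 SD; inconclusive = no clear call, values can overlap the other calls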;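 also: cells exposed to compound for four days before flow analysis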
HIV peptide binding = inhibitors of HIV fusion peptide binding, primary screen, biochemical, uHTS, fluorescence dequenching (AID 1986); cell-free peptide binding, fluorescence dequenching, 30 min; higher % means a stronger effect; inhibition, % at 20 µM; hits with a dose series show IC50 in µM; 290,000 tested, 0.3% active; in the data active = inhibition mostly above about 52%, no sharp cut-off; inactive = mostly below about 76%; also: some results filed as inactive read as strong as hits
Myeloid diff MLP GFP+ MAC1+ % = further read-out of Myeloid diff MLP, marked with its call; GFP+ MAC1+ double positive, %; measured here: differentiation confirmed by MAC1 staining
Starred values were filed as active, the others as inactive; i = inactive; ? = inconclusive; . = not tested or not shown; [ ] = remark or other dose. Rule as the data show it, unless noted: active = inhibition above about 50%; inactive = the rest. The list is partial, so the mix of outcomes need not match the whole.

Order of values – Myeloid diff MLP, LYP phosphatase, Siah-1 displacement, Myeloid diff MLP GFP+ MAC1+ %, HIV peptide binding, Salmonella PhoP GFP, KOR beta-arrestin-2, NOD1 inhibition, NOD2 inhibition, KOR beta-arrestin-1
- COc1ccc(C=O)cc1OS(=O)(=O)c1ccccc1[N+](=O)[O-]
  i, -10%, 15%, 1.2, 1.0%, -9%, 0.9%, -18%, 10%, 13%
- CCCn1c(N)c(C(=O)NS(=O)(=O)c2ccc(C)cc2)c(=O)n(C)c1=O
  i, -3%, 3%, 0.7, 1.0%, 4%, 0.3%, 0%, 34%, -29%
- CCOc1ccccc1NC(=O)c1ccc(CN2CCc3ccccc3C2)cc1
  i, -5%, 1%, 0.4, 0.6%, 0%, -4.1%, 25%, -39%, 0%
- CCN/C=C(\C#N)S(=O)(=O)c1ccc(Br)cc1
  i, 3%, 3%, 0.4, -1.4%, -6%, 2.2%, -5%, 10%, 17%
- Cc1cccc(C(=O)Nc2nc3ccc(S(C)(=O)=O)cc3s2)c1
  i, -10%, 1%, 0.1, 0.1%, -1%, -0.2%, 10%, -50%, -12%
- O=C(CSc1nc(O)c(Cc2ccccc2)c(=O)[nH]1)N1CCOCC1
  i, -10%, -1%, 1.0, 0.8%, 0%, 2.9%, -9%, 9%, 2%
- C/C=C/COC(=O)C1=C(C)NC(=O)NC1c1ccc2c(c1)OCO2 (stereo not drawn)
  i, -3%, 13%, 0.3, -1.6%, 11%, 2.2%, -37%, 4%, -35%[20 µM]
- CC(NC(=O)c1ccccc1Cl)C1COc2ccccc2O1 (stereo not drawn)
  i, -6%, -2%, 1.0, -2.6%, 4%, -4.9%, -11%, -18%, 35%
- Cc1ccccc1NC(=O)c1ccc(CSc2ncccn2)cc1
  i, -5%, 0%, 1.0, -2.2%, 4%, -0.9%, -12%, -17%, 13%
- COc1cccc(CNCCO)c1OCc1ccccc1
  i, -8%, 2%, 0.3, -0.2%, 6%, 1.6%, -23%, -7%, -57%[20 µM]
- Cc1ccc(-n2c(O)c(/C=N/Nc3ccc(S(=O)(=O)N4CCOCC4)cc3[N+](=O)[O-])c3ccccc3c2=O)c(C)c1
  i, -7%, -2%, 0.2, 0.5%, 15%, 5.3%, 54%, 29%, 8%
- Cc1nc(N2CCN(C(=O)c3cnccn3)CC2)c2c3c(sc2n1)CC(C(C)(C)C)CC3 (stereo not drawn)
  i, 4%, 0%, 1.6, 0.2%, -6%, 1.5%, 19%, 29%, -17%
- CCOCCCNC(=O)c1cn(CC)c2ccc(S(=O)(=O)N3CCCC3)cc2c1=O
  ?, -8%, 12%, ., -0.9%, -9%, -3.2%, -23%, 18%, -25%
- O=C(Nn1c(C2CC2)nc2ccccc2c1=O)c1ccco1
  i, 2%, -3%, 0.6, -1.2%, -14%, -3.8%, -23%, 9%, -3%
- CCCN1CCN(S(=O)(=O)c2ccc3c(c2)CC(C)N3C(=O)C2CC2)CC1 (stereo not drawn)
  i, -10%, 7%, 2.7, -1.0%, 7%, -3.7%, -18%, 13%, -20%
- CCOC(=O)c1nn(-c2ccc(Cl)cc2)c(C)cc1=O
  i, -6%, 6%, 0.4, -1.0%, -2%, -5.2%, -1%, 12%, -3%
- O=C(CSc1nc2ccccc2c(=O)n1Cc1ccco1)NCc1ccco1
  i, 10%, 5%, 2.4, 22%, 19%, -2.7%, -8%, 0%, 2%
- NNC(=O)c1cccc(COc2ccc3c(c2)CCC3)c1
  i, 4%, -10%, 2.1, -1.4%, -11%, -2.7%, 62%, -155%, 1%
- CC(C)(C)OC(=O)NN1CC(=O)N2Cc3[nH]c4ccccc4c3C[C@H]2C1=O
  i, -10%, -4%, 0.3, -0.9%, 5%, 0.5%, 4%, 13%, -1%
- COc1ccccc1NC(=O)c1cc2c(CO)cnc(C)c2oc1=Nc1cc(OC)c(OC)c(OC)c1
  i, -8%, -2%, 2.0, -2.8%, 0%, 2.0%, -8%, 24%, -43%
- CN(C(=S)SCc1ccccc1)C1CCS(=O)(=O)C1 (stereo not drawn)
  i, -4%, 0%, 0.4, -1.6%, -4%, -2.2%, -14%, 6%, 6%
- O=C1/C(=C\c2cccnc2)Sc2ccccc21
  i, 11%, -6%, 0.6, 11%, 21%, 17%, -12%, 26%, -47%
- CCSc1nnc2nc3[nH]c4c(C)cccc4c3nn12
  i, -2%, 0%, 0.1, 0.8%, -12%, 4.1%, -42%, -27%, 14%
- CCS(=O)(=O)c1ccccc1C(=O)NC1CCCc2ccccc21 (stereo not drawn)
  i, -10%, -4%, 2.0, -2.5%, 2%, -2.3%, 9%, -27%, -7%
- Cc1ccc(C(C(=O)NC2CCCC2)N(C(=O)Cc2cccs2)c2cccc(C)c2C)o1 (stereo not drawn)
  i, 2%, -4%, 14, 0.3%, 3%, -5.2%, -19%, 11%, 47%
- c1ccc2c(c1)ncn2-c1ncnc2sc3c(c12)CCCC3
  i, -2%, -2%, 0.7, -0.3%, 4%, -3.1%, -4%, 25%, 11%
- Cc1cc(Br)ccc1OCC(=O)N1CCCCCC1
  i, -5%, -9%, 0.6, -1.0%, 8%, -1.2%, 15%, -11%, 1%
- O=C1/C(=C/c2ccccc2)SC(=S)N1CC(=O)N1CCCCC1c1cccnc1 (stereo not drawn)
  ?, 6%, 1%, ., -0.4%, -2%, -2.9%, -36%, 0%, -8%
- CC(C)(C)NS(=O)(=O)c1ccc(OCC(=O)NCc2ccco2)cc1
  i, -10%, 2%, 0.0, -1.4%, -3%, -2.6%, -19%, 8%, 21%[20 µM]
- S=C(Nc1cccc(Cl)c1)N1CCN(c2ccccn2)CC1
  i, -6%, -3%, 0.7, 0.0%, -3%, 3.3%, 5%, 2%, -16%
- O=C(CSc1nccn1-c1cccc(Cl)c1)NC1CCCC1
  i, 2%, 0%, 0.6, 0.8%, -5%, 5.7%, -7%, -18%, 10%
- COCCN1CCN(Cc2cn[nH]c2-c2cc3ccccc3o2)CC1
  i, -2%, 6%, 0.2, 1.2%, 3%, ., -43%, -10%, 6%[20 µM]
- COc1ccc(/C=C(\NC(=O)c2ccc(C)cc2)C(=O)NCCCN2CCOCC2)cc1OC
  i, -8%, 2%, 3.7, 0.4%, 5%, 3.2%, -23%, -10%, 14%
- O=C(NCc1cccnc1)/C(=C/c1ccc(Cl)cc1)NC(=O)c1ccccc1
  i, -10%, -3%, 0.6, 1.0%, 4%, 7.7%, -20%, 2%, -60%
- CCn1c2ccccc2c2cc(NC(=O)COC(=O)c3cc(S(=O)(=O)N4CCCCC4)ccc3Cl)ccc21
  i, 6%, 9%, 1.0, -2.3%, 1%, -0.6%, -15%, 1%, -26%
- CCCC(=O)Nc1ccc(Cl)c(NC(=O)c2ccco2)c1
  i, -7%, -7%, 14, -2.2%, 0%, -5.4%, 0%, -4%, 6%
- NC(=O)C1CCN(C(=O)/C(=C/c2ccco2)NC(=O)c2ccccc2)CC1
  i, -4%, -5%, 0.3, -0.3%, -1%, -5.6%, -2%, 1%, 2%
- O=C1CCC([N+](=O)[O-])C(c2ccc(Cl)c([N+](=O)[O-])c2)N1 (stereo not drawn)
  i, -10%, 23%, 0.1, 3.6%, -2%, -0.5%, -32%, 5%, 32%
- COc1ccc2nc(N=Nc3ccc(O)c4ccccc34)sc2c1
  ?, -14%, 4%, ., -2.4%, 15%, -4.7%, 54%, 18%, 27%
- Cc1ccc(-c2c(=O)n(OCc3ccccn3)c3ccccc3[n+]2[O-])cc1
  ., -6%, 0%, ., -1.8%, -26%, -4.2%, -5%, 1%, 1%
- Cc1nn(CCCC(=O)Nc2cccnc2Cl)c(C)c1[N+](=O)[O-]
  i, -4%, -3%, 0.3, 0.0%, -1%, -9.6%, -31%, -9%, 5%
- CCOC(=O)N1CCC(NC(=O)CCS(=O)(=O)c2ccc3c(c2)CCN3C(=O)CC)CC1
  i, -5%, 0%, 0.9, 0.0%, 5%, -2.6%, -7%, 6%, -36%
- COc1cccc(C(=O)Nc2ccc3c(c2)C(=O)N(CC2CCCO2)C3=O)c1 (stereo not drawn)
  i, -8%, -3%, 1.9, -1.2%, 5%, 9.2%, -2%, 21%, -5%
- O=C(Nc1ccc(Cl)cc1)c1ccc2ncsc2c1
  i, -4%, 3%, 2.0, -0.7%, 2%, -8.1%, -12%, -66%, -2%
- CC(C)(C)[C@@H]1CCC(=O)N(CC[C@H](N=[N+]=[N-])c2ccccc2)CC1
  i, -5%, 0%, 2.3, -0.1%, -6%, -4.3%, -4%, 2%, -60%[20 µM]
- CCc1ccccc1N/N=C(/C)c1c(O)cc(C)oc1=O
  i, -4%, 6%, 0.4, -2.4%, -6%, -3.1%, -38%, -29%, 12%
- CCOc1ccc(NC(=O)c2ccc(CNc3c(N4CCCC4)c(=O)c3=O)cc2)cc1
  i, -7%, -1%, 0.4, -1.5%, 0%, 0.4%, 5%, -2%, -9%
- COc1ccccc1N1CC(C(=O)OCC(=O)c2ccc(F)cc2)CC1=O (stereo not drawn)
  i, -6%, -5%, 1.3, -1.4%, -5%, -7.6%, 14%, 8%, -10%
- Cc1c(NC(=O)C(C)OC(=O)C23CC4CC(CC(Br)(C4)C2)C3)c(=O)n(-c2ccccc2)n1C (stereo not drawn)
  i, -3%, 4%, 1.7, 0.2%, -8%, -2.7%, -12%, 5%, -5%
- Cc1nc(SCc2ccc(F)cc2)c2oc3ccccc3c2n1
  i, -1%, 14%, 0.3, 1.8%, -12%, 1.6%, -10%, 12%, 2%
- CCNc1nc(SCc2ccccc2)nc(N2CCOCC2)n1
  i, -8%, -1%, 0.9, -2.1%, -8%, 0.4%, -3%, 6%, 13%
- O=C(NCCc1ccccc1F)C1CC(=O)N(c2ccccc2)C1 (stereo not drawn)
  i, -3%, 9%, 0.3, 0.5%, -5%, -3.5%, -17%, -3%, 13%
- CC1CCCCC1NC(=O)c1cc2c(=O)n3ccccc3nc2n1C (stereo not drawn)
  i, -24%, -1%, 2.6, -2.3%, -12%, 4.6%, 0%, 0%, -52%

Laid out differently: results already given
CC(C)(C)[C@@H]1CCC(=O)N(CC[C@H](N=[N+]=[N-])c2ccccc2)CC1
- Myeloid diff MLP = i
- LYP phosphatase = -5%
- Siah-1 displacement = 0%
- Myeloid diff MLP GFP+ MAC1+ % = 2.3
- HIV peptide binding = -0.1%
- Salmonella PhoP GFP = -6%
- KOR beta-arrestin-2 = -4.3%
- NOD1 inhibition = -4%
- NOD2 inhibition = 2%
- KOR beta-arrestin-1 = -60%[20 µM]

Cc1c(NC(=O)C(C)OC(=O)C23CC4CC(CC(Br)(C4)C2)C3)c(=O)n(-c2ccccc2)n1C (stereo not drawn)
- Myeloid diff MLP = i
- LYP phosphatase = -3%
- Siah-1 displacement = 4%
- Myeloid diff MLP GFP+ MAC1+ % = 1.7
- HIV peptide binding = 0.2%
- Salmonella PhoP GFP = -8%
- KOR beta-arrestin-2 = -2.7%
- NOD1 inhibition = -12%
- NOD2 inhibition = 5%
- KOR beta-arrestin-1 = -5%
